TWEAK-Fn14 inh – inhibitors of TWEAK-Fn14 signaling, primary screen, luciferase reporter cells, uHTS; TWEAK-stimulated Fn14 reporter cells, luciferase luminescence, 8 h; actives 2% (n = 360,000); inhibition, % at 10 µM; AID 1159606, 2016; in the data active means inhibition above about 50%
TRAIL sens C8 – viability loss with TRAIL in NB7+C8 cells, primary screen, TRAIL sensitizer project, cell-based, ATPlite luminescence; actives 1% (n = 360,000); inhibition (viability loss, TRAIL sensitization), % at 10 µM; AID 624354, 2012;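 active means compounds causing at least 50% loss of cell viability in the single-dose screen, relative to plate controls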
LRH-1 inv ag – LRH-1 (NR5A2) inverse agonists, primary screen, cell-based, luminescence, HEK293T, StAR-luciferase reporter. LRH-1 transfected, 24 h. inhibition, % at 3.6 µM. actives 0.13% (n = 360,000);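 active means inhibition above the mean inhibition of all tested compounds plus 3 SD, cut at about 73% in these data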;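 further: 0% = DMSO wells and 100% = reporter-only cells lacking LRH-1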
Target sequence (O00482 whole entry, looked up): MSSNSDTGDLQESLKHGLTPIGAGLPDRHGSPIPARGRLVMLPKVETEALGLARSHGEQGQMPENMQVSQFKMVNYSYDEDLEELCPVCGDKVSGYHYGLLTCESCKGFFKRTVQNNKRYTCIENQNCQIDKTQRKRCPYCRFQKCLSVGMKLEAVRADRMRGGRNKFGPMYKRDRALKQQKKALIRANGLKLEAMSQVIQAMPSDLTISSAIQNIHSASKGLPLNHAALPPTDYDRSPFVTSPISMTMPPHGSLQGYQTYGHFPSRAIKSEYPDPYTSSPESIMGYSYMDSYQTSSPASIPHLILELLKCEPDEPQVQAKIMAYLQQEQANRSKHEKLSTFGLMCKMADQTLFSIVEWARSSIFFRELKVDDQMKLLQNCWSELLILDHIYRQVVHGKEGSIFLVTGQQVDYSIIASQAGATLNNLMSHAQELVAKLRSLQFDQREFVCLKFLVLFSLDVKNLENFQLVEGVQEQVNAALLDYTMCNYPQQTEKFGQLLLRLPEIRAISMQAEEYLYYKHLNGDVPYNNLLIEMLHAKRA
NCOA3 inh – SRC3 coactivator transcriptional activity inhibitors, primary screen, cell-based, luminescence; HEK293 GAL4-SRC3 luciferase reporter; actives 0.17% (n = 360,000); inhibition, % at 3.6 µM;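 active means inhibition above a per-campaign cutoff, the mean of all compounds plus 3 SD, cut at about 60% in these data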;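 further: 0% = DMSO-treated cells and 100% = gossypol-treated cells at 36 µM; higher means less SRC3-driven luciferase light from the GAL4 reporter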
COUP-TFII inh – NR2F2 transcriptional activity inhibitors, primary screen, cell-based, luciferase reporter, HEK293T, luminescence | COUP transcription factor 2 (Homo sapiens), P24468 | HEK293T NGFI-A luciferase reporter | inhibition, % at 8.6 µM | actives 0.7% (n = 370,000) | AID 686940, 2013;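 active means inhibition above a per-plate cutoff, mean inhibition of test wells between control levels plus 3 SD, cut at about 38% in these data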;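 further: cells cotransfected with COUP-TFII expression vector driving the NGFI-A reporter; 0% = median of COUP-TF2 test wells and 100% = reporter-only cells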
Target sequence (P24468 whole entry, looked up): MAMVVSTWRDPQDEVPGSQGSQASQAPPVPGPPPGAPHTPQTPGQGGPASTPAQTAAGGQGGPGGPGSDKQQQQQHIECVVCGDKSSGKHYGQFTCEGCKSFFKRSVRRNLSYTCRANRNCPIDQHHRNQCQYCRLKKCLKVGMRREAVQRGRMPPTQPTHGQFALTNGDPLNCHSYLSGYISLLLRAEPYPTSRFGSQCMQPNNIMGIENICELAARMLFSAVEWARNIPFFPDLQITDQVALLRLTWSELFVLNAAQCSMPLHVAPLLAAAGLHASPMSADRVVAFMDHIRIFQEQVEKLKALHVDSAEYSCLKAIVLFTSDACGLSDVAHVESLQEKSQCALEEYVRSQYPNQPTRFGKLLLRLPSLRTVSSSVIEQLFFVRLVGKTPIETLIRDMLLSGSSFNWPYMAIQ
LMP1 NFkB inh – EBV LMP1-driven NF-kappaB luciferase reporter inhibitors, primary screen, cell-based, luminescence, single point; LMP1-induced NF-kappaB luciferase reporter cells; inhibition, % at 12.5 µM; actives 0.69% (n = 350,000); AID 504558, 2011; in the data active means inhibition above about 41%;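 further: 0% = neutral control wells and 100% = reference inhibitor control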
Shn3 inh set2 – reduction of Shn3 3'UTR firefly luciferase signal, primary screen, Schnurri-3 inhibitor project, cell-based, Clone20 osteoblasts, set 2; Clone20 osteoblast Shn3 3'UTR firefly luciferase, 24 h; inhibition, % at 12.5 µM; actives 0.52% (n = 360,000);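 active means mean inhibition of at least 75% with every replicate also reaching 75%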;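 further: 0% = median of neutral control wells and 100% = pilot-screen positive control compound; some compounds past the cut are filed as inactive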
KKLEB tox – cytotoxicity in KKLEB CF airway cells, primary screen, cytotoxicity control for CF NF-kB inhibitor project, cell-based, uHTS, fluorescence assay plates | actives 0.36% (n = 360,000) | activity change (cytotoxicity), % at 5 µM | KKLEB CF airway cells viability, ATPlite luminescence, overnight; hits give low values; cells stimulated with P. aeruginosa culture filtrate;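 active means corrected activity change at or below -50% at 5 µM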
CF NFkB block – inhibitors of PAF-induced NF-kB signaling, primary screen, cell-based, GFP fluorescence, uHTS; actives 0.86% (n = 360,000); AID 588850, 2011; inhibition, % at 5 µM; KKLEB NF-kB-GFP reporter, GFP fluorescence overnight;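 active means at least 50% inhibition at 5 µM, scaled per plate between neutral and stimulator controls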;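 further: PAF is a Pseudomonas aeruginosa culture filtrate used as stimulus; plate controls were PAF-stimulated DMSO wells for no effect and unstimulated DMSO wells for full effect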
SRC1 inh – SRC1 coactivator transcriptional activity inhibitors, primary screen, cell-based, luminescence; actives 0.12% (n = 360,000); inhibition, % at 3.6 µM; Nuclear receptor coactivator 1 (Homo sapiens), Q15788; HEK293 GAL4-SRC1 luciferase reporter;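 active means inhibition above the campaign mean plus 3 SD, with each screening campaign given its own cutoff, cut at about 60% in these data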;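 further: 0% = DMSO treated cells and 100% = gossypol at 36 µM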
TROY signal inh – inhibitors of TROY-driven NF-kB signaling, primary screen, Q293 LMP1-TROYcd cells, NF-kB luciferase, uHTS; AID 1347056, 2019; Q293 LMP1-TROYcd NF-kB luciferase reporter, 4 h; actives 0.98% (n = 360,000); inhibition, % at 10 µM;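 active means compounds whose plate-normalised and pattern-corrected inhibition of the luciferase reporter signal at the single screening dose is 50% or more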
* hit, by the source's call; · = no result given. These rows are one share of the data. The share of hits here may be higher or lower than overall.

SMILES	TWEAK-Fn14 inh	TRAIL sens C8	LRH-1 inv ag	NCOA3 inh	COUP-TFII inh	LMP1 NFkB inh	Shn3 inh set2	KKLEB tox	CF NFkB block	SRC1 inh	TROY signal inh
CCNC(=O)c1ccc2c(c1)C1C3CCC(C3)C1C(c1ccccc1)N2 (stereo unspecified)	14	8	1	11	12	8	0	-6	19	-6	16
O=C1NC(=S)NC1=Cc1ccc(Cl)cc1Cl	-6	-4	-17	-44	-3	5	-14	-4	7	-14	-7
COc1ccc(CN(C)[C@H]2C[C@H]3c4[nH]c5ccccc5c4CCN3C[C@H]2[C@H](C)O)cc1	3	-9	8	-9	4	-2	-14	3	-5	1	-7
CCC(=O)Nc1cccc(NC(=O)c2ccc3c(c2)OCO3)c1	-11	4	-5	-19	-7	-8	-6	-1	8	-4	-31
CN1C(=O)CC(N2CCN(C(=O)CN3CCCC3)CC2)C1=O (stereo unspecified)	-1	5	3	9	6	6	-7	-5	5	-17	-1
COc1ccccc1-c1cc(NC=O)c2ncc(-c3cccc(C(=O)N(C)C)c3)n2c1	-7	-9	-3	-18	-45	·	11	-14	38	-7	-13
Cc1ccc(C(=O)N2CC(C)OC(C)C2)c(Cl)c1 (stereo unspecified)	-3	1	-1	2	0	6	-26	-2	-1	-12	8
CCCn1c(SCc2ccccn2)nc2c1c(=O)n(C)c(=O)n2C	6	3	-3	11	-18	-7	6	13	5	7	-4
O=P(C(=S)Nc1ccccc1Cl)(c1ccccc1)c1ccccc1	-7	7	19	6	2	7	-8	-20	14	-6	-36
COc1ccc(OCC(O)Cn2cnc(-c3ccc(Br)cc3)c2)cc1 (stereo unspecified)	-5	-15	-6	3	0	-27	6	-18	-18	-1	0
COC(=O)c1ccc(OCC(O)CN2CCN(C(=O)c3ccco3)CC2)c(OC)c1 (stereo unspecified)	3	-10	-3	-6	4	7	17	0	-1	9	-6
CCOC(=O)c1oc2ccccc2c1CSc1nnnn1-c1ccc(C)cc1	-6	-11	10	12	-2	1	-3	-14	2	-2	7
O=C(CN1C(=O)NC(c2ccccc2)(c2ccccc2)C1=O)NCC(=O)Nc1ccc(F)cc1	10	-1	-22	3	22	1	10	-2	17	-7	-4
c1cncc(CSc2ccc(-c3ccc4c(c3)OCO4)nn2)c1	25	11	-77	-38	-35	-31	-57	4	-33	-59	-63
COc1ccc2c(c1)O[C@@]1(CCCC[C@@H]1C)CC2=O	14	7	11	-7	-17	-2	1	4	-8	-1	-7
CCCCn1cnc2c([nH]c3cc(OC)ccc32)c1=O	-6	15	-66	-43	-17	-18	-27	1	-15	-41	-47
O=C(Nc1nnc([C@@H]2O[C@H](CO)[C@@H](O)[C@H]2O)s1)Nc1cccc2c1CCCC2	-8	-19	-11	3	14	·	13	1	-5	8	8
COc1cccc(CNC(=O)C2(C)CCCN2C(=O)C(C)C)c1 (stereo unspecified)	-5	1	-13	7	5	·	9	-2	19	1	4
CCn1nc(C)c(CNC(=O)c2cc(COc3ccc(C)nc3)on2)c1C	8	5	11	32	15	17	26	-20	11	-15	3
CCOC(=O)c1c(-c2ccc(F)cc2)csc1NC(=O)CCN1CCOCC1	8	-13	-19	-6	14	6	6	-10	14	5	-8
Cc1ccc(COc2ccsc2C(=O)NN)cc1	-2	-6	-20	-29	-20	4	0	13	-12	-44	-12
O=C(O)c1ccc(S(=O)(=O)NC2CC2)cc1	-5	11	9	11	-2	1	-15	-7	-1	-27	20
CCC(CC)N1CCN(S(=O)(=O)c2ccc(OC)cc2)CC1	4	7	5	8	13	-8	10	-14	14	23	-10
O=C(NCc1cccs1)c1cc(-c2ccccc2)on1	-16	7	-48	-56	-34	-9	-48	9	-16	-88	-51
Cc1[nH]nc2c1C(c1cccc(OC(=O)N3CCOCC3)c1)C(C#N)=C(N)O2 (stereo unspecified)	-9	-22	3	3	-1	-7	-8	2	-9	-16	-9
(further entries)
SMILES	TWEAK-Fn14 inh	TRAIL sens C8	LRH-1 inv ag	NCOA3 inh	COUP-TFII inh	LMP1 NFkB inh	Shn3 inh set2	KKLEB tox	CF NFkB block	SRC1 inh	TROY signal inh
O=C(COC(=O)CNC(=O)c1ccc(Cl)c([N+](=O)[O-])c1)NC(=O)c1ccccc1	-1	4	-12	-8	-10	4	13	-2	-3	-18	4
Cc1ccccc1NC(=O)c1ccc(C)c(S(=O)(=O)Nc2cccnc2)c1	-3	-6	-22	19	-16	7	-8	4	-2	10	5
O=C(C/C=N\OCc1c(Cl)cccc1Cl)Oc1ccc(Cl)cc1Cl	1	-2	-4	-19	2	5	-3	-1	9	-8	7
CCOC(=O)N1CCC(NC(=O)C2CCN(Cc3nc(-c4ccc(CC)cc4)oc3C)CC2)CC1	11	13	18	-22	-6	5	2	4	-7	-3	9
NC(=O)c1ccsc1NC(=O)COC(=O)c1ccccc1F	-14	0	-4	-4	-3	-4	4	2	-1	3	-51
CCOC(=O)C1CCCN(C(=O)CNC(=O)Cn2ccc3ccccc3c2=O)C1 (stereo unspecified)	11	-2	-8	1	5	5	0	3	12	3	-4
Cc1cc(C)c(NC(=O)C2CC(=O)N(Cc3ccccc3)C2)c(C)c1 (stereo unspecified)	7	0	3	1	-15	2	2	-9	-27	-10	-1
CN(C)c1ccc(/C=N/N=C2/SC(CC(=O)O)C(=O)N2c2ccc(O)cc2)cc1 (stereo unspecified)	-1	0	18	15	-2	1	12	6	9	-7	8
Cc1ccc(S(=O)(=O)N(CC(=O)NCCC2=CCCCC2)Cc2ccccc2F)cc1	25	-5	5	-1	8	-6	21	0	-3	6	-19
C/C(=N\NC(=O)CCn1nc(C)cc1C)C(C)(C)C	0	10	8	11	-2	3	9	0	-13	-6	-2
CC1(C)c2ccccc2N2CCC(=O)NC21/C=C/c1ccco1 (stereo unspecified)	-17	-9	2	5	1	-1	9	1	-14	-30	1
C/C=C\C=C/C(=O)Nc1cccc(C2=NOC3(C2)C[C@@H](C(N)=O)N(C(=O)C2(C)CC2)C3)c1 (stereo partly specified)	7	-1	8	-2	16	0	9	6	3	-30	-14
CC(C)CC(=O)N1CCN(C(=O)CCC2CCCC2)CC1	-15	1	24	-1	14	-2	4	-19	2	5	-19
COC(=O)C1=CO[C@@H](O)C2C(CO)=CCC12 (stereo partly specified)	29	2	21	-23	-9	-1	11	-4	9	4	-29
O=c1cc(CSc2n[nH]c(-c3ccncc3)n2)nc2sccn12	4	-2	4	4	11	-4	-7	-13	-1	-10	16
COc1cc(O)c(/C=N/NC(=O)c2ccncc2)c(OC)c1[N+](=O)[O-]	-4	-7	-6	0	0	1	-2	-1	2	-4	-2
CCN1CCN(C(=O)c2cc(S(=O)(=O)Nc3ccc(S(C)(=O)=O)cc3)ccc2Cl)CC1	11	-6	-9	1	6	-4	-3	8	-1	-8	-3
CCCCC1(C(=O)OCC)NC(c2ccc(O)cc2)C2C(=O)N(c3ccccc3)C(=O)C21 (stereo unspecified)	12	-11	-4	1	-6	-10	-11	1	-3	3	7
CCc1cccc(C)c1NC(=S)N1CCCC1C(=O)O (stereo unspecified)	0	-8	-15	7	-1	8	18	-8	-8	-7	14
CCOc1ccc(NC(=O)/C(C=Nc2ccccc2)=C(\C)O)cc1	-16	13	9	-27	4	4	-4	-4	5	-215	-4
O=C(Nc1ccc2c(c1)OCCO2)C1CCN(S(=O)(=O)c2ccc3c(c2)OCCO3)CC1	17	-9	-7	7	3	-14	-7	0	-2	0	-37
CCCN(CCC)CCCNC(=O)c1cn(CC)c2ccc(S(=O)(=O)N3CCc4ccccc4C3)cc2c1=O	-20	9	-21	-45	0	-13	-3	-16	10	-4	6
O=C(Nc1ccccc1)N1CCC(C(=O)N2CCCC(C(F)(F)F)C2)CC1 (stereo unspecified)	-21	-8	-20	-4	21	2	-2	-5	-8	2	20
CC(=O)c1sc(NC(=O)c2ccccc2F)nc1-c1ccccc1	-16	19	-87	-89	-3	-24	-145	0	-2	-73	-31
COc1ccc(C/C(N)=N/OC(=O)c2ccco2)cc1OC	-4	0	6	-8	-28	-21	-6	-1	3	8	4
The list continues:
SMILES	TWEAK-Fn14 inh	TRAIL sens C8	LRH-1 inv ag	NCOA3 inh	COUP-TFII inh	LMP1 NFkB inh	Shn3 inh set2	KKLEB tox	CF NFkB block	SRC1 inh	TROY signal inh
C/C(=N\Nc1ncc(Cl)cc1Cl)c1cccs1	1	32	-61	-90	·	-31	-85	-4	-5	-73	-16
COc1cccc(-c2nc(CS(=O)(=O)CC(=O)NCCC(C)C)c(C)o2)c1	15	-16	5	7	1	-17	11	8	-15	-12	-3
COc1cccc(-c2c(C(=O)N/N=C/c3ccsc3)nnn2-c2nonc2N)c1	-4	-34	-4	8	16	0	-2	1	-19	4	-22
COc1cccc(S(=O)(=O)Nc2ccc3c(c2)[C@@H]2C[C@H](CC(=O)NCCc4ccccc4)O[C@H](CO)[C@@H]2O3)c1	-4	-5	4	-2	0	-4	-3	-20	3	-3	20
CN1OC[C@@H]2CN(C(=S)NCCc3ccccc3)[C@H](c3ccccc3Br)C[C@@H]21	-21	3	-9	-16	5	·	-4	-21	-18	0	-4
CCOc1ccc(CN(C(=O)c2cccs2)C2CCS(=O)(=O)C2)cc1 (stereo unspecified)	-18	-1	1	10	10	-3	-22	-8	12	-4	-15
O=c1cc(CSc2ccc(Cl)cc2)nc(N2CCOCC2)[nH]1	-4	-8	5	-27	-2	5	3	4	-2	16	10
O=C(O)c1ccn(Cn2cnc3ccccc32)n1	19	0	-15	7	3	5	6	2	3	-11	-3
COc1cc(OC)nc(C(NC(=O)C2CCN(Cc3ccc(N(C)C)cc3)CC2)c2ccc(F)cc2)n1 (stereo unspecified)	-1	2	0	-13	5	·	-22	-11	1	1	-10
CC(=O)CSc1ncnc2sc3c(c12)CCC(C)C3 (stereo unspecified)	-36	-6	-20	-8	16	-2	-9	2	3	-7	-42
COc1cccc(COC(=O)C2CCN(S(=O)(=O)c3ccc(F)cc3)CC2)c1OC	-5	-19	6	-5	-4	-5	-18	10	-6	1	-1
CC(C)CCN1CCN(C2CCN(c3ccc4c(c3)OCO4)CC2)CC1CCO (stereo unspecified)	17	17	11	18	-6	3	2	2	2	-9	-12
N#Cc1c(NCCN)nc(-c2ccco2)c2c1CCCC2	-24	-17	-16	-3	5	78*	10	-12	5	-24	-3
O=C(CSc1n[nH]c(Cc2ccccc2)n1)Nc1ccccc1Br	3	9	-18	7	-6	-4	-9	3	16	-11	-1

LMP1 NFkB inh: entries above that show a hit.
smiles | TWEAK-Fn14 inh | LRH-1 inv ag | NCOA3 inh | COUP-TFII inh | LMP1 NFkB inh | Shn3 inh set2 | CF NFkB block | SRC1 inh
N#Cc1c(NCCN)nc(-c2ccco2)c2c1CCCC2 | -24 | -16 | -3 | 5 | 78* | 10 | 5 | -24
